# Screening results: PubChem, National Center for Advancing Translational Sciences (NCATS)
# L3MBTL1 inh = qHTS Assay for the Inhibitors of L3MBTL1 | AlphaScreen L3MBTL1–H3K9me1 peptide binding | Potency, µM (titrated, usually from 57.1 µM), for inactives: at the top dose activity, negative = inhibition, hits mostly inhibitors | 230,000 tested, 0.66% active | AID 485360, 2010; active = well fitted inhibition curve with a large enough effect; inconclusive = small, poorly fitted or top-dose-only effect; inactive = no such curve, though single readings can be large or run the other way; note: nearly all actives have a fitted effect of over 60% in size
# Target sequence (Q9Y468 whole entry, looked up): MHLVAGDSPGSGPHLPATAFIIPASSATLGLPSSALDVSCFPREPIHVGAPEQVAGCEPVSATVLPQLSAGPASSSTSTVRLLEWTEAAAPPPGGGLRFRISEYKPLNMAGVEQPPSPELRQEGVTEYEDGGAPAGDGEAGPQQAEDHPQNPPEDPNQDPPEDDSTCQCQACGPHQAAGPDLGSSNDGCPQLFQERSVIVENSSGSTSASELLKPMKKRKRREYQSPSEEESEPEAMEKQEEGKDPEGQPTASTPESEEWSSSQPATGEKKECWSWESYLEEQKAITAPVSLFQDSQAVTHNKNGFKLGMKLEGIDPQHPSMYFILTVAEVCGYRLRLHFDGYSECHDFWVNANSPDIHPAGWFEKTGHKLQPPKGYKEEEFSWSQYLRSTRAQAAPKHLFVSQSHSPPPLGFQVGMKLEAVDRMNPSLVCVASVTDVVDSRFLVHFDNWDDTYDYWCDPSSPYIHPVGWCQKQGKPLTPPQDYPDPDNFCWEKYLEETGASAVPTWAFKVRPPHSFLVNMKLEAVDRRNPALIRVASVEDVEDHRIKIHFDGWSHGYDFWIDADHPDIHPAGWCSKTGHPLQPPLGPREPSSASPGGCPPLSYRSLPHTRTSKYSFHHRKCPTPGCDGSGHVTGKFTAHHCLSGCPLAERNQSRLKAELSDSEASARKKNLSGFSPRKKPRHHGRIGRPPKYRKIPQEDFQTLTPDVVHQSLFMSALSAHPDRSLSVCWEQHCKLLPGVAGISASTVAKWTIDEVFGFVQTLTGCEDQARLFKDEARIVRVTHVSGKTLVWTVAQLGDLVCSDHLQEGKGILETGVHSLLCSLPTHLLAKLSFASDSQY
#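 AlphaScreen proximity signal between nickel-chelate acceptor and streptavidin donor beads (final 10 ug/mL) reports binding of 50 nM L3MBTL1 to 75 nM biotin-H3 K9me1 peptide; complex incubated with compounds 30 min at room temperature; cefsulodin titration as control.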
# * hit, by the source's call; ? = inconclusive; [ ] = another dose, or the depositor's remark. % is set by controls: 0 for no effect and ±100 for the full control effect; potency is the fitted concentration of half-maximal effect. Only part of the results is shown (hit frequency here may not be typical).
SMILES,L3MBTL1 inh
Cc1ccc(C)c(NC(=O)C(c2ccccc2)N2CCN(CC(=O)NC3CC3)CC2)c1 (stereo not drawn),-4.7%
CCOc1ccc(Oc2ccc(C(F)(F)F)cc2NC(=O)C2=COCCO2)cc1,2.2%
CCCCn1c(N)c(N(CCOC)C(=O)c2ccc(C)c(S(=O)(=O)N3CCOCC3)c2)c(=O)[nH]c1=O,5.4%
CN(C)c1ccc(Nc2cc(Cl)ncn2)cc1,-8.9%[2.29 µM]
Cc1noc(C)c1CSCC(=O)N(C)CC(=O)Nc1ccc(Cl)c(Cl)c1,-8.0%
COc1cccc(CC(=O)OCC(=O)NC2(C#N)CCCCC2)c1,0.2%
CN(CC(=O)Nc1ccc(F)cc1)C(=O)c1cc(-c2ccco2)nc2ccccc12,17.8µM*
O=C(COC(=O)CSc1ccc(Cl)cc1)Nc1ccc2[nH]c(=O)[nH]c2c1,-0.6%
Cc1ccc(S(=O)(=O)CCC(=O)OCC(=O)NCC(=O)Nc2c(C)cc(C)cc2C)cc1,5.6%
O=S1(=O)CCO[C@H]2Cc3ccccc3[C@H]2N1Cc1cccc(C(F)(F)F)c1,7.7%
CC(=O)Nc1ccc(C(=O)Nc2cccc(S(=O)(=O)N(C)c3ccccc3)c2)cc1,-3.9%
COc1cc(C(=O)NC(C)c2cc(C)ccc2C)ccc1OCC(=O)N1CCOCC1 (stereo not drawn),5.2%
Cc1cccc(OCCCCCN2CCOCC2)c1C,-2.1%
COc1cccc(NC(=O)CN(C)C(=O)Cc2c(C)nc3ccccc3c2C)c1,-10.5%
O=C(NCCCN1CCOCC1)c1cn(-c2ccccc2)nc1-c1ccc(F)cc1,0.8%

# Six of the entries above in order of their number in L3MBTL1 inh, descending.
molecule | L3MBTL1 inh
O=S1(=O)CCO[C@H]2Cc3ccccc3[C@H]2N1Cc1cccc(C(F)(F)F)c1 | 7.7%
Cc1ccc(S(=O)(=O)CCC(=O)OCC(=O)NCC(=O)Nc2c(C)cc(C)cc2C)cc1 | 5.6%
CCCCn1c(N)c(N(CCOC)C(=O)c2ccc(C)c(S(=O)(=O)N3CCOCC3)c2)c(=O)[nH]c1=O | 5.4%
O=C(NCCCN1CCOCC1)c1cn(-c2ccccc2)nc1-c1ccc(F)cc1 | 0.8%
O=C(COC(=O)CSc1ccc(Cl)cc1)Nc1ccc2[nH]c(=O)[nH]c2c1 | -0.6%
Cc1noc(C)c1CSCC(=O)N(C)CC(=O)Nc1ccc(Cl)c(Cl)c1 | -8.0%

# New compounds follow
SMILES,L3MBTL1 inh
Cc1ccc(OCCOCCN2CCN(C)CC2)c(C(C)(C)C)c1,-5.2%
CCOc1ccccc1CN1CCN(CCCc2ccccc2)CC1CCO (stereo not drawn),-7.2%[2.29 µM]
NS(=O)(=O)c1ccc(CNC(=O)c2ccc3c(=O)n4c(nc3c2)CCC4)cc1,-6.0%
Cc1cc(C)n2nc(SCC(=O)N(CCC#N)c3ccccc3F)nc2n1,4.5%
O=C(CSc1nc(=O)n2ccccc2n1)N1N=C(c2cccs2)CC1c1ccc(F)cc1 (stereo not drawn),-4.8%
Cc1ccc2c(c1)N(C(=O)CCC(=O)NCCCN1CCOCC1)CC(C)O2 (stereo not drawn),3.4%
O=C(Nc1cc2c3c(c1)CC(=O)N3CCC2)c1ccccc1Br,1.6%
O=C(COc1cccc(C(F)(F)F)c1)NCC(c1cccs1)N1CCOCC1 (stereo not drawn),-1.1%
COc1cc(/C=N/NS(=O)(=O)c2ccc(C)c([N+](=O)[O-])c2)cc([N+](=O)[O-])c1O,-16.0%
COc1ccc(-c2cc(C(=O)NC(C)c3ccccn3)c3ccccc3n2)cc1OC (stereo not drawn),19.1%
COc1cc(C(=O)NNC(=O)c2ccccc2OCc2c(C)noc2C)cc(OC)c1OC,12.6%
CC(C)(C)c1ccc(OCCC(=O)Nc2cccc(S(=O)(=O)N3CCCC3)c2)cc1,-9.2%
CCOc1cccc2sc(=NC(=O)CCS(=O)(=O)c3ccc(F)cc3)n(C)c12,-1.6%
Nc1cc(Nc2ccccc2)ccn1,6.9%
COc1ccc(S(=O)(=O)N2CCCC2CNC(=O)C(=O)NCc2ccco2)cc1 (stereo not drawn),-8.6%
O=C(c1cccc(S(=O)(=O)NCc2ccccc2)c1)N1CCN(c2ccc(F)cc2)CC1,-3.0%
O=C(Cc1ccccc1)N/N=C/c1cc(Br)cs1,31.5%[activator]
CCC(C)Sc1ccc(-c2nc3cnccn3c2NC2CCCCC2)cc1 (stereo not drawn),15.0%
COc1ccc(N2CCN(C(=S)Nc3cccc(OC)c3)CC2)cc1,-44.8%
CCc1ccc(C(=O)NNC(=O)C2CC(=O)N(c3ccc4c(c3)OCCO4)C2)cc1 (stereo not drawn),-2.0%
O=C(c1ccc(-n2cncn2)c([N+](=O)[O-])c1)N1CCN(S(=O)(=O)c2c(F)cccc2F)CC1,-4.4%
COc1ccc(OC)c(S(=O)(=O)Nc2c(C)n(C)n(-c3ccccc3)c2=O)c1,3.1%
C[C@H](CO)N1C[C@H](C)[C@@H](CN(C)Cc2ccc3c(c2)OCO3)Oc2c(NC(=O)C3CC3)cccc2C1=O,-6.8%
COc1ccc(Br)cc1C(=O)CCC(=O)OCC(=O)Nc1cc(C(N)=O)cc(C(N)=O)c1,-10.8%
Cc1ccccc1CN1CCN(C(=O)c2ccc(S(=O)(=O)NCc3ccco3)cc2)CC1,-5.5%
Cc1cc(C(=O)COC(=O)/C=C/c2ccco2)c(C)n1C,-20.0%
Cc1nn(-c2ccccc2)c(C)c1NC(=O)COC(=O)c1cc(Br)ccc1O,-4.2%
COc1cccc(C(=O)NCCS(=O)(=O)N2CCC(C)CC2)c1,6.7%
CC(=O)NCc1ccc(C(=O)CN2C(=O)NC3(CCCCC3C)C2=O)s1 (stereo not drawn),-12.3%
O=C(CNC(=O)c1ccc(Br)o1)NCC1CCCCC1,10.5%
C[C@@H]1COC(=O)[C@@H](Cc2ccc(F)cc2)C/C=C\C[C@@H](CC(=O)N(CCO)Cc2ccccc2)C(=O)N1,-0.6%
COc1ccc(N2CCN(S(=O)(=O)CCNC(=O)COc3ccccc3)CC2)cc1,1.8%
CN(CC(=O)NC(=O)NCc1ccccc1)CC(=O)Nc1ccc(Cl)c(C(F)(F)F)c1,4.4%
Cc1ccc(N2C(=O)C(Cl)=C(N3CCOCC3)C2=O)c(C)c1,31.6%[activator]
O=C(NCc1ccc(F)cc1)c1cccc2c1C(=O)c1ccc(N3CCOCC3)cc1S2(=O)=O,0.5%
Cc1ccc(C(=O)Nc2ccccc2N2CCCC2)s1,-3.2%
Cc1cccc(OCCCC(=O)NNC(=O)CCN2CCN(c3ccccc3)CC2)c1,3.5%
COc1ccc(Cl)cc1C(=O)N1CCN(Cc2ccc3c(c2)OCO3)CC1,-6.2%
CCN(CC(=O)Nc1c(F)cccc1F)C(=O)/C=C/c1ccc2c(c1)OCO2,4.1%
O=C(Nc1ccccc1)OCCOc1ccc(Br)cc1,4.5%
COc1cccc(C(=O)Nc2ccc(NC(=O)Cc3ccccc3)cc2)c1,0.8%
Cn1c(=O)n(C)c2cc(NC(=O)Cc3ccccc3[N+](=O)[O-])ccc21,-0.9%
Cc1ccccc1NC(=O)Cc1nc(COC(=O)COc2ccc(C(C)(C)C)cc2)cs1,5.5%
CN(CC(=O)Nc1ccccc1Cl)C(=O)COC(=O)c1cccs1,-0.5%
Cc1c(Cl)cccc1NC(=O)C1COc2ccccc2O1 (stereo not drawn),8.2%
Cc1ccc(NC(=O)C(C)OC(=O)Cc2c[nH]c3ccccc23)cc1S(=O)(=O)N1CCOCC1 (stereo not drawn),19.6%
Cc1cc(Br)cc(Cl)c1OCC(=O)N1CCN(C(=O)c2ccco2)CC1,-2.6%
O=C(NC(=S)N1CCCCCC1)c1cccc([N+](=O)[O-])c1,-10.7%
O=C(COC(=O)c1c(F)cccc1Cl)NCC1CCCCC1,8.4%
Cc1ccc(S(=O)(=O)N2CCC(C(=O)NCCCN3CCOCC3)CC2)cc1,4.3%
Cn1c(SCC(=O)NCCc2ccccc2)ncc(C(=O)Nc2ccc(F)cc2)c1=O,1.5%
COc1ccc(N=Nc2ccc3ccccc3c2)c(O)c1,?
COc1cccc(NC(=O)c2cc(S(=O)(=O)N3CCc4ccccc43)cn2C)c1,2.6%
CC12CCC(=O)N1C(C(=O)Nc1ccc(Cl)c(Cl)c1)CS2 (stereo not drawn),0.3%
CC(C)(C)OC(=O)N1CCC(CC2CC(c3cccc(Br)c3)=NO2)(C(=O)NCC2CCCCC2)CC1 (stereo not drawn),-7.6%
O=C(OCC(=O)N1CCc2ccccc21)[C@@H]1CCCN1S(=O)(=O)c1ccccc1F,-1.7%
O=C(NCc1ccccc1CN1CCCC1)c1cccc(S(=O)(=O)N2CCOCC2)c1,2.5%
CNC[C@H]1Oc2c(NS(=O)(=O)c3ccccc3)cccc2C(=O)N([C@H](C)CO)C[C@@H]1C,-3.5%
CCO[C@H]1c2c(ccc3ccc(=O)oc23)OC(C)(C)[C@@H]1O,-4.0%
COc1ccc([C@H]2CC(=O)C=C(c3ccc(SC)cc3)C2)cc1OC,4.0%
# Carrying on.
SMILES,L3MBTL1 inh
CC1CCN(C(=O)c2cc(S(=O)(=O)N3CCCCC3)c[nH]2)CC1,7.0%
CCOC(=O)Cc1csc(SCC(=O)Nc2nccs2)n1,1.7%
COc1ccccc1N1C(=O)C2C3C=CC(CC3)C2C1=O (stereo not drawn),-5.7%
Cc1cccc(N2CCN(C(=O)[C@H](C)N3C(=O)C4CC=CCC4C3=O)CC2)c1C (stereo partly drawn),-7.4%
COc1ccc(C(=O)CN2C(=O)NC3(CCc4ccccc43)C2=O)c(OC)c1 (stereo not drawn),-1.9%
CCN(C(=O)COC(=O)/C=C/c1cccc(Cl)c1)c1c(N)n(Cc2ccccc2)c(=O)[nH]c1=O,5.1%
Cc1coc2cc3oc(=O)c(CC(=O)N4C[C@H]5C[C@@H](C4)c4cccc(=O)n4C5)c(C)c3cc12,-10.0%
CCOc1ccc(S(=O)(=O)NCCC(=O)NCC(c2ccco2)N2CCCCC2)cc1 (stereo not drawn),-3.1%
O=C(CN1C(=O)c2ccc([N+](=O)[O-])cc2C1=O)Nc1cc(S(=O)(=O)N2CCOCC2)ccc1Cl,2.0%
Cc1cc(C(=O)NCC(c2ccco2)N2CCCC2)c2ccccc2n1 (stereo not drawn),0.7%
COc1ccc2c(c1)OC[C@H]1[C@H]2N2C(=O)c3cc(OC)ccc3NC(=O)[C@@]2(C)[C@H]1c1ccccc1,?
CCCOc1ccc(C(=O)CCC(=O)OCC(=O)Nc2cccc(S(N)(=O)=O)c2)cc1,-4.6%
O=S1(=O)NC(CC2=CCCCC2)C2CCCCC2O1 (stereo not drawn),3.9%
COc1ccc(NC(C)=O)cc1S(=O)(=O)N1CCN(Cc2cccs2)CC1,-2.8%
COc1ccc(C(=O)NC(C)c2cccnc2)cc1S(=O)(=O)N(C)Cc1ccccc1 (stereo not drawn),-4.3%
Cc1ccc(S(=O)(=O)N(C)C)cc1NC(=O)COC(=O)C1CCN(S(=O)(=O)c2cccs2)CC1,3.0%
Cc1ccccc1C(=O)Nc1cccc(NC(=O)c2ccccc2[N+](=O)[O-])c1,-4.4%
COC(=O)C(C)n1cnc2c(nnn2-c2ccc(F)cc2)c1=O (stereo not drawn),-2.9%
NS(=O)(=O)c1cccc(NC(=O)CN2C(=O)C(=O)N(Cc3ccccc3)C2=O)c1,-0.1%
O=C(Nc1ccncc1)c1cccc(S(=O)(=O)N2CCOCC2)c1,-4.0%
Cc1ccc(SCCNC(=O)c2ccc([N+](=O)[O-])c(C)c2)cc1,11.2%
CC(C)(C)OC(=O)N1CCN(C(=O)c2[nH]cnc2C(=O)NCc2ccccc2)CC1,-4.0%
COCCCNC(=O)C[C@H]1C[C@H](C(=O)N2CCOCC2)[C@@]2(C)c3[nH]c4ccc(Cl)cc4c3CCN2C1=O,10.6%
Cc1ccc(S(=O)(=O)Nc2ccc3c(c2)C(=O)N([C@H](C)CO)C[C@@H](C)[C@@H](CN(C)C(=O)Nc2cccc4ccccc24)O3)cc1,-1.8%
CN(C(=O)CSc1nnc(-c2ccc3c(c2)OCO3)o1)C1CCS(=O)(=O)C1 (stereo not drawn),0.1%
CCCCN(C(=O)C1CC(=O)N(c2ccc3c(c2)OCCO3)C1)c1c(N)n(CCC)c(=O)[nH]c1=O (stereo not drawn),-8.5%
O=C(CCCc1ccccc1)NCc1ccc(Cl)cc1,0.2%[2.29 µM]
CN(c1ccc(OCCOc2ccccc2Cl)cc1)S(=O)(=O)c1ccccc1,17.0%
Cc1ccc(NC(=O)CN2C(=O)NC3(CCCCCC3)C2=O)cc1Cl,3.5%
CN(CC(=O)Nc1ccc(F)cc1)C(=O)C1CCCC1,7.2%
COc1ccc(Nc2nnc(-c3ccc(C(N)=O)cc3)c3ccccc23)cc1,-11.5%
Cn1c(=O)c2c(ncn2CC(=O)OCC(=O)c2ccc(Cl)cc2)n(C)c1=O,-8.5%
CCN(C[C@H]1N[C@@](Cc2ccccc2)(C(=O)OC)[C@H]2C(=O)N(C)C(=O)[C@@H]12)C(=O)c1ccc(F)cc1,8.2%
COc1ccc(C(=O)N(C)CC(=O)Nc2cccc(F)c2)cc1S(=O)(=O)NC1CCCC1,-1.6%

# A second format for 4 compounds above.
Cc1cccc(OCCCCCN2CCOCC2)c1C
- L3MBTL1 inh = -2.1%

COc1cccc(NC(=O)CN(C)C(=O)Cc2c(C)nc3ccccc3c2C)c1
- L3MBTL1 inh = -10.5%

O=C(NCCCN1CCOCC1)c1cn(-c2ccccc2)nc1-c1ccc(F)cc1
- L3MBTL1 inh = 0.8%

Cc1ccc(OCCOCCN2CCN(C)CC2)c(C(C)(C)C)c1
- L3MBTL1 inh = -5.2%
